High-throughput results (PubChem)
PTHR1 ag – PTHR1 (human) receptor agonism | Q03431 | HEK293 GP2 PTHR1 cells, GloSensor cAMP luminescence, 1 h | AID 743266 | Potency, µM (doses to about 115 µM), for the others: top-dose activation, actives largely listed as activators | 0.075% of 410,000 active; active = well fitted activation curve with a large enough effect; note: potency is the fitted concentration of half-maximal effect; nearly all actives have a fitted effect of over 55% in size; some results filed as inactive show a strong effect at the top dose; inactives centre near -15; many of its hits are not listed in these tables
Target sequence (Q03431 whole entry, looked up): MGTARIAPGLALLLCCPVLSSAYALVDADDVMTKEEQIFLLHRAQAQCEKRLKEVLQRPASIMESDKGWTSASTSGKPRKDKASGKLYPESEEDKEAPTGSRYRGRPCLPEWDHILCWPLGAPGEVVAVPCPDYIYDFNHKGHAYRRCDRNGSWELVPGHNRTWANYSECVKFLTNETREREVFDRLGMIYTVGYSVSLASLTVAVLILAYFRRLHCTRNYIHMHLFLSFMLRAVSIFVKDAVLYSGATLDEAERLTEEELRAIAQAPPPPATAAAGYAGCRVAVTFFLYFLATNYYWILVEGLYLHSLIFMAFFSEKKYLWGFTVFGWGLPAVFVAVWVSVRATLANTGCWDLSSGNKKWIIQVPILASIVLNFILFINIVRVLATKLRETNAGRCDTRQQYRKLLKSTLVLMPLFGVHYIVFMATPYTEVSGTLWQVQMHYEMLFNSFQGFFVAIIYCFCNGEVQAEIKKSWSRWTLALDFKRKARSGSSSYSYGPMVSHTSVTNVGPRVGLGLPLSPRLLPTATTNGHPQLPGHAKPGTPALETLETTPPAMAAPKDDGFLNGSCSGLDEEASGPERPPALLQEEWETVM
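HEK-293-derived GP2 cells expressing PTHR1 and a GloSensor cAMP reporter, 3,000/well, plated overnight, given luciferin plus IBMX (each 0.5 mM as added) for 1 h at 37 °C, then compound for 1 h at 37 °C. Luminescence was read after 15 min at room temperature.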
D3 ag – agonists of human D3 dopamine receptor. D3R DiscoveRx beta-arrestin cells, luminescence, 90 min. max activation, %. 0.58% of 410,000 active. AID 652048; in the data active = max activation above about 30%; note: 0% is about no effect; mostly tested at two doses, the higher about 12 µM
Target sequence (P35462 whole entry, looked up): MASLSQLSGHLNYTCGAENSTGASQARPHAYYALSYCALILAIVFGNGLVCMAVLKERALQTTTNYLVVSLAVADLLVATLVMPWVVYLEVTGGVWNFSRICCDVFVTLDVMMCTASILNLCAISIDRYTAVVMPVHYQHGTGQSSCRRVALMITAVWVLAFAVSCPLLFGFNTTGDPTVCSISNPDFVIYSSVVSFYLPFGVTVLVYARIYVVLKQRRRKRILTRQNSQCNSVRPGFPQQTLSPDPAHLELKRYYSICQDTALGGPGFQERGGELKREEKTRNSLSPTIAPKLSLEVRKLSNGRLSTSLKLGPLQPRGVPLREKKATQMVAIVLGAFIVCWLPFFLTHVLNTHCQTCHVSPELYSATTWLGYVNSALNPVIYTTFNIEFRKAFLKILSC
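Agonist mode: compounds and dopamine controls were applied to plated cells for 90 min at 37 degrees C after an overnight attachment at 1500 cells/well. Luminescent read-out followed 30 - 60 minutes at room temperature with DiscoveRx detection reagent.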
Starred values were filed as active, the others as inactive; i = inactive; [ ] = dose if it differs, or a comment. These rows are one share of the data, so the mix of outcomes need not match the whole.

Every second line gives: PTHR1 ag	D3 ag
> CC1=C(c2ccc(Cl)cc2)S(=O)(=O)N=C1N1CCC(C(=O)NCc2ccccc2F)CC1
→ -22.6%	1.3
> O=C(CCC1N=C2c3ccccc3N=C(SCC(=O)Nc3ccc(F)cc3)N2C1=O)NCc1ccco1 (stereo unspecified)
→ 13.5%	-3.0
> CCOc1ccc(CCNC(=O)C2CCN(Cc3nc(-c4ccc(OC)c(OC)c4)oc3C)CC2)cc1OCC
→ -23.7%	8.8
> CCC1(C)CC(=O)c2c(ccc3oc(C(=O)NCc4ccccc4)c(C)c23)O1 (stereo unspecified)
→ -82.4%[inhibitor]	2.1
> CSc1ccc(CCNC(=O)c2ccc3c(c2)nc2n3CCCCC2)cc1
→ -34.1%[inhibitor]	-10.4
> COc1cccc(C(=O)n2nc(-c3ccco3)nc2NCc2cccs2)c1
→ i	8.6
> COc1cc(NC(=O)c2ncn(-c3ccccc3)n2)cc(OC)c1
→ -7.3%	-16.7
> Cc1ccc(-c2nc3c(c(SCC(=O)N4CCCCC4)n2)Cc2cc(C)ccc2O3)cc1
→ i	-3.0
> COc1ccccc1CNS(=O)(=O)c1c(C)nc2sc(C)cn2c1=O
→ -20.2%	5.6
> CCOc1ccc(CNS(=O)(=O)c2cc3c(cc2C)NC(=O)CO3)cc1
→ i	-7.2
> COc1ccccc1NC(=O)Cn1c(=O)n(Cc2ccco2)c(=O)c2cccnc21
→ i	-12.8
> CCOc1cccc(C2c3[nH]c4ccccc4c3CCN2C(=O)CSCc2ccc(F)cc2)c1 (stereo unspecified)
→ 3.7%	-11.9
> CCNC(=O)Cn1c(-c2cccs2)cc2ccccc21
→ -18.3%	-0.5
> COC(=O)CN1C(C(=O)c2ccccc2)=C(OC(=O)c2ccc(F)cc2)c2ccccc2S1(=O)=O
→ -0.8%	-6.8
> Cc1ccc2nc(CSc3nnc(NC(=O)CC(C)C)s3)cc(=O)n2c1
→ i	4.6

Every second line gives: PTHR1 ag	D3 ag
> Cc1ccc(CNC(=O)CCc2c(C)nc3nc(CNC(=O)OC(C)(C)C)nn3c2C)cc1
→ -17.4%	-3.0
> Cc1cccc2c(=O)cc(CSc3ccccc3NC(=O)c3cccc(Cl)c3)[nH]c12
→ -7.5%	-15.5
> COc1ccc(OCC(=O)Nc2ccc(-c3nc4cc(C)c(C)cc4o3)cc2)cc1
→ -1.2%	3.5
> CCOc1cc(-c2nnc(SCC(=O)NCCCOC)nc2-c2ccc(OC)c(OCC)c2)ccc1OC
→ i	4.6
> COc1ccc(S(=O)(=O)NCc2ccc3c(c2)CCN3C(C)=O)cc1OC
→ i	3.3
> CCOc1ccccc1NC(=O)N1CC(CC)Oc2ccccc21 (stereo unspecified)
→ -27.5%	7.3
> CS(=O)(=O)c1ccc2nc(NC(=O)CS(=O)(=O)c3ccc(Cl)cc3)sc2c1
→ i	-6.3
> COc1ccc(CNC(=O)c2c(Nc3ccccc3C)sc(C(=O)c3ccccc3)c2N)cc1
→ -12.6%	8.3
> Cc1ccc(-n2ncc3c(NC4CCCCC4)ncnc32)cc1Cl
→ -39.8%[inhibitor]	5.9
> COc1cccc(NC(=O)c2sc3nc(C)c(C(=O)Nc4ccc(C)cc4C)c(-c4ccco4)c3c2N)c1
→ -23.9%	-0.8
> Cc1ccc2c(c1)c1c(c(=O)n(-c3ccccc3)c(=O)n1Cc1ccccc1C)n2C
→ -22.1%	0.3
> Cc1ccc2oc(=O)c3cc(C(=O)Nc4ccc(C)c(F)c4)sc3c2c1
→ -49.3%[inhibitor]	4.0
> CC(C)CCNC(=O)C1CCN(C(=O)N2CCOc3ccc(Cl)cc32)CC1
→ i	4.9
> Fc1ccc(-c2csc(-c3nc(-c4ccc(Br)s4)cs3)n2)cc1
→ -4.7%	8.9
> Cn1c(SCC(=O)N2CCOCC2)ncc(C(=O)Nc2ccccc2)c1=O
→ -3.2%	1.6

Every second line gives: PTHR1 ag	D3 ag
> Cc1c(NC(=O)Nc2ccc(F)c(Cl)c2)c(=O)n(-c2ccccc2)n1C
→ i	8.0
> CCc1ccc(S(=O)(=O)c2nnn3c2nc(NCc2cccc(OC)c2)c2cc(Cl)ccc23)cc1
→ -3.1%	3.4
> O=C(Nc1ccc2nc(SCC(=O)N3CCc4ccccc43)sc2c1)c1ccccc1F
→ i	-10.2
> CCOC(=O)c1c(C)oc2nc(C)nc(Nc3ccc(C)c(Cl)c3)c12
→ 39.0%	-17.4
> CCN(CC)C(=O)C1CCN(C(=O)c2cnn(-c3ccccc3)c2-n2cccc2)CC1
→ -19.4%	3.6
> COC(=O)c1ccc(C2Nc3c(C)cc(C)cc3C3C=CCC32)cc1 (stereo unspecified)
→ i	9.2
> COc1ccc(C(=O)Nc2ccc(-c3nc4cc(C)ccc4o3)c(O)c2)cc1
→ -15.8%	-3.9
> O=C(CS(=O)(=O)c1cccc2nsnc12)N1CCN(c2cccc(C(F)(F)F)c2)CC1
→ -53.0%[inhibitor]	1.7
> O=C(CSc1ccccc1)N1CCc2c([nH]c3ccccc23)C1c1ccc(Cl)cc1 (stereo unspecified)
→ i	-7.9
> CCCc1cc(=O)[nH]c(Nc2cc(Cl)cc(Cl)c2)n1
→ -47.6%[inhibitor]	6.3
> Cc1noc(/C=C/N(C)C)c1S(=O)(=O)N1CCCC(C(=O)Nc2cccc(F)c2)C1 (stereo unspecified)
→ i	0.9
> Cc1ccc(NC(=O)Cc2ccc(NC(=O)N3CCCCc4ccccc43)cc2)cc1
→ i	-3.3
> Cc1ccc(N2CC(NC(=O)Cc3ccc(F)cc3)CC2=O)cc1C (stereo unspecified)
→ i	6.1
> CCOc1ccc(C(=O)Nc2nc(-c3ccc(Br)cc3)ns2)cc1
→ i	11.4
> CCc1cccc(NC(=O)C(Cc2ccccc2)NS(=O)(=O)c2ccc3c(c2)oc(=O)n3C)c1 (stereo unspecified)
→ -30.2%[inhibitor]	2.2

Every second line gives: PTHR1 ag	D3 ag
> Cc1ccc(CNC(=O)c2cn(C)c3ccc(S(=O)(=O)N(C)C4CCCCC4)cc3c2=O)cc1
→ -10.0%	-2.0
> CC1=C(C(=O)Nc2ccc(C)cc2C)C(CC(C)C)n2nc(SCc3ccccc3C)nc2N1 (stereo unspecified)
→ -11.4%	6.7
> Cc1ccc(-n2ncc3c(N4CCCCCC4)ncnc32)cc1
→ -94.3%[inhibitor]	7.1
> COc1ccc(Cl)cc1NC(=O)Cn1ccn(-c2cc(C)cc(C)c2)c(=O)c1=O
→ -18.4%	-0.3
> Cc1nn(CC(=O)Nc2ccc(C(C)C)cc2)c(=O)c2c(C)n(-c3ccc(Cl)cc3)nc12
→ -22.4%	1.3
> CC(=O)c1cccc(NC(=O)C2CCN(S(=O)(=O)c3ccc4c(c3)CCCN4C(C)=O)CC2)c1
→ i	9.8
> CCOc1ccc(/C=C(\C#N)c2nc3ccccc3c(=O)[nH]2)cc1OC
→ -13.3%	-2.2
> O=C(CCCCn1c(=O)c2ccccc2n(CC(=O)Nc2ccccc2)c1=O)NCc1ccccc1Cl
→ i	-10.0
> Cc1ccc2oc(-c3cccc(NC(=O)c4sc5c([N+](=O)[O-])cccc5c4Cl)c3)nc2c1
→ i	-4.2
> CCN(CC)S(=O)(=O)c1ccc(C(=O)Nc2nc3c(Cl)cc(Cl)cc3s2)cc1
→ -27.8%	4.5
> COc1cccc(CNC(=O)CCc2c(C)nn(-c3ccc(N4CCOCC4)nn3)c2C)c1
→ 7.6%	-14.1
> CCc1cc(C(=O)Nc2cnn(Cc3ccccc3C)c2)no1
→ i	1.2
> CCc1ccc(C(=O)c2cn(CC(=O)Nc3ccc(F)cc3)c3ccc(F)cc3c2=O)cc1
→ -36.7%[inhibitor]	-9.7
> CCOc1ccccc1CNC(=O)CN(c1ccc(C)cc1)S(=O)(=O)N(C)C
→ i	-4.1
> Cc1ccc(-c2c(C(=O)N3CCN(c4cccc(C)c4)C(C)C3)oc(=O)c3ccccc23)cc1 (stereo unspecified)
→ -30.4%[inhibitor]	8.9

Every second line gives: PTHR1 ag	D3 ag
> CCCCNC(=O)CCSc1nc(-c2ccc3c(c2)OCO3)cc(C(F)(F)F)n1
→ -40.5%[inhibitor]	-4.5
> CCOC(=O)c1cccc(NC(=O)CCc2c(C)nc3cc(-c4ccc(Cl)cc4)nn3c2C)c1
→ -18.9%	-3.5
> Cc1oc2ccc(O)c(CN3CCN(C)CC3)c2c1C(=O)Nc1ccccc1
→ i	14.4
> COc1ccc(NC(=O)c2cc(-c3ccc4c(c3)OCO4)on2)c(OC)c1
→ i	-6.2
> COc1ccccc1CNC(=O)c1sc2nc3n(c(=O)c2c1C)CCC3
→ -29.1%	-7.1
> COc1ccccc1N1CCN(CCCNC(=O)c2cnn(-c3ccc(C)c(C)c3)c2C2CCN(C(=O)OC(C)(C)C)CC2)CC1
→ i	-24.5
> COC(=O)c1c(NC(=O)CCCOc2ccccc2C)sc2c1CCC2
→ -5.8%	-10.8
> COc1ccc(-n2c(SCC(=O)N3CCCc4ccccc43)nc3c([nH]c4ccccc43)c2=O)cc1
→ i	-7.3
> COc1ccc2cc(-c3nc(Cl)c4c5c(sc4n3)CC(C)CC5)c(=O)oc2c1 (stereo unspecified)
→ -21.2%	0.4
> CCOC(=O)c1noc2ncn(CC(=O)Nc3ccccc3OC)c(=O)c12
→ -19.4%	-19.6
> COc1ccc(-c2noc(CC(=O)Nc3ccc(C)c(F)c3)n2)cc1
→ -4.3%	5.1
> O=C(c1ccccc1)n1nc(-c2ccco2)nc1NCc1ccccc1Cl
→ -16.2%	-3.0
> CCc1ccc(CNCc2c(C(=O)O)c(C)n(Cc3c(F)cccc3Cl)c2C)cc1
→ i	-20.1
> CCc1nc2sc3c(N4CCC(C)CC4)ncnc3c2c2c1CCCC2
→ -23.3%	-17.7
> CC(C)C(=O)N1c2nc(C(C)C)nn2C2(CCCCC2)[C@@H]2CCCC[C@@H]21
→ -20.9%	-13.2

Every second line gives: PTHR1 ag	D3 ag
> Cc1ccc(Cn2c(=O)n(Cc3ccc(C(=O)NC4CCN(Cc5ccccc5)CC4)cc3)c(=O)c3ccccc32)cc1
→ -18.3%	-7.9
> COc1cc(C2Nc3ccccc3-c3cc(C)nn32)ccc1O (stereo unspecified)
→ i	-13.0
> COC(=O)c1ccccc1NC(=O)Cn1c(CCC(=O)O)ccc1-c1ccc(C)cc1
→ i	3.6
> CCOC(=O)Cn1c(=O)c2c(nc(N3CCOCC3)n2Cc2ccccc2)n(C)c1=O
→ i	0.6
> O=C(Nc1cccc(Cl)c1)c1cnc2sc(N3CCCC3)nn2c1=O
→ -59.1%	-4.2
> CCc1nnc2c3ccccc3nc(N3CCN(c4cc(C)ccc4C)CC3)n12
→ i	5.4
> Cc1ccc(Cl)cc1N1CCN(C(=O)Cn2cnc3sc(C)c(S(=O)(=O)N4CCC(C)CC4)c3c2=O)CC1
→ -94.4%[inhibitor]	-4.3
> COCCCNC(=O)c1nn(-c2ccc(C)cc2)nc1CO
→ i	6.5
> Cc1cccc(NC(=O)C(Cc2ccccc2)N2Cc3ccccc3C2=O)c1C (stereo unspecified)
→ i	-12.6
> CCOc1ccc(CCNC(=O)CCn2c(=O)c3cccn3c3ccc(F)cc32)cc1OCC
→ -20.2%	7.4
> CCCNC(=O)c1ccc(Cn2c(SCC(N)=O)nc3ccccc3c2=O)cc1
→ i	-0.8
> O=C(NCCS(=O)(=O)N1CCN(c2ccc(F)cc2)CC1)C1CC(=O)N(c2ccc(F)cc2)C1 (stereo unspecified)
→ -38.5%[inhibitor]	11.6
> Cc1c(-c2nsc(NC(=O)c3ccccc3)n2)nnn1-c1ccc(C(F)(F)F)c(Cl)c1
→ i	0.2
> Cc1ccc(-c2noc(-c3ccc(NCc4ccco4)c([N+](=O)[O-])c3)n2)cc1
→ i	-3.6
> CCOc1ccc(NC(=O)c2ccc(CN3C(=O)C(C)=C(c4ccc(C)cc4)S3(=O)=O)cc2)cc1
→ i	-6.2

Every second line gives: PTHR1 ag	D3 ag
> C#CC(C)(CC)NC(=O)Cn1nnc(-c2ccc(OCc3ccccc3Cl)cc2)n1 (stereo unspecified)
→ -56.0%[inhibitor]	4.2
> O=C(Nc1cccc(C(=O)OCc2cc(=O)n3c4c(sc3n2)CCCC4)c1)c1cccc(F)c1
→ -8.4%	-0.2
> Cc1c(C(=O)NCCc2ccc(Cl)cc2)sc2nc3n(c(=O)c12)CCCC3
→ i	-10.6
> Cc1cccc(NC(=O)CN(C)S(=O)(=O)c2ccc3c(c2)c(=O)n(C)c(=O)n3C)c1C
→ -1.7%	-17.7
> Cc1ccccc1NC(=O)c1ccc2nc(Cc3ccccc3)oc2c1
→ -14.9%	7.6
> O=C(NCc1ccco1)c1ccc2c(c1)N(Cc1ccc(F)cc1)C(=O)c1ccccc1S2(=O)=O
→ -11.9%	5.6
> COc1ccc(OC)c(S(=O)(=O)N2CCN(Cc3nc4ccc(C)cc4o3)CC2)c1
→ -34.7%[inhibitor]	-0.3
> Cc1oc(-c2ccc(C(=O)NCc3ccccc3)cc2)nc1CN1CCc2ccccc21
→ -16.9%	4.6
> Cc1ccc(S(=O)(=O)CC(=O)Nc2nc3c(C)cc(C)cc3s2)cc1
→ -5.3%	3.2
> CCCOc1ccc(C2C(=O)N(C3CCCCC3)CC(=O)N2CCC2=CCCCC2)cc1OC (stereo unspecified)
→ i	-19.3
> COc1cc(C(CC(=O)Nc2ccc(Br)cn2)N2Cc3ccccc3C2=O)cc(OC)c1OC (stereo unspecified)
→ -21.8%	-4.1

Another view of part of the listing above:
SMILES | PTHR1 ag | D3 ag
CSc1ccc(CCNC(=O)c2ccc3c(c2)nc2n3CCCCC2)cc1 | -34.1%[inhibitor] | -10.4
COc1cccc(C(=O)n2nc(-c3ccco3)nc2NCc2cccs2)c1 | i | 8.6
COc1cc(NC(=O)c2ncn(-c3ccccc3)n2)cc(OC)c1 | -7.3% | -16.7
